TROY NFkB inh = inhibitors of TROY-driven NF-kB signaling, primary screen, Q293 LMP1-TROYcd cells, NF-kB luciferase, uHTS. Q293 LMP1-TROYcd NF-kB luciferase reporter, 4 h. inhibition, % at 10 µM. hit rate 0.98% among 360,000;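 active = compounds whose plate-normalised and pattern-corrected inhibition of the luciferase reporter signal at the single screening dose is 50% or more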
TRAIL sens C8 = viability loss with TRAIL in NB7+C8 cells, primary screen, TRAIL sensitizer project, cell-based, ATPlite luminescence; inhibition (viability loss, TRAIL sensitization), % at 10 µM; hit rate 1% among 360,000; AID 624354, 2012;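 active = compounds causing at least 50% loss of cell viability in the single-dose screen, relative to plate controls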
SRC2 inh = inhibition of GAL4-SRC2 driven luciferase reporter, primary screen, SRC2 inhibitor project, cell-based, luminescence; Nuclear receptor coactivator 2 (Homo sapiens), Q15596; HEK293 GAL4-SRC2 luciferase reporter; inhibition, % at 9 µM; hit rate 0.17% among 370,000; AID 651957, 2012;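 active = inhibition above the mean inhibition of all tested compounds plus 3 SD, set per campaign, cut at about 52% in these data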;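 also: 0% = DMSO treated cells and 100% = cells given Gossypol at 36 µM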
NCOA3 inh = SRC3 coactivator transcriptional activity inhibitors, primary screen, cell-based, luminescence. HEK293 GAL4-SRC3 luciferase reporter. Nuclear receptor coactivator 3 (Homo sapiens), Q9Y6Q9. inhibition, % at 3.6 µM. hit rate 0.17% among 360,000;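 active = inhibition above a per-campaign cutoff, the mean of all compounds plus 3 SD, cut at about 60% in these data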;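 also: 0% = DMSO-treated cells and 100% = gossypol-treated cells at 36 µM; higher means less SRC3-driven luciferase light from the GAL4 reporter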
TLR9-MyD88 block = inhibitors of TLR9-MyD88 association in cells, primary screen, cell-based, CHO, BLA complementation, fluorescence; CCF4 FRET ratio; inhibition, % at 4.98 µM; Toll-like receptor 9 (Homo sapiens) + Myeloid differentiation primary response protein …; hit rate 0.21% among 340,000; AID 504734, 2011;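 active = inhibition above the mean over all tested compounds plus 3 SD, cut at about 21% in these data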;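 also: 0% = DMSO only wells and 100% = clavulanate BLA inhibitor control wells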
SRC1 inh = SRC1 coactivator transcriptional activity inhibitors, primary screen, cell-based, luminescence; Nuclear receptor coactivator 1 (Homo sapiens), Q15788; HEK293 GAL4-SRC1 luciferase reporter; inhibition, % at 3.6 µM; hit rate 0.12% among 360,000; AID 588354, 2011;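 active = inhibition above the campaign mean plus 3 SD, with each screening campaign given its own cutoff, cut at about 60% in these data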;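 also: 0% = DMSO treated cells and 100% = gossypol at 36 µM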
NR5A2 inv ag = LRH-1 (NR5A2) inverse agonists, primary screen, cell-based, luminescence, HEK293T, StAR-luciferase reporter | AID 602396, 2012 | inhibition, % at 3.6 µM | Nuclear receptor subfamily 5 group A member 2 (Homo sapiens), O00482 | hit rate 0.13% among 360,000 | LRH-1 transfected, 24 h;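 active = inhibition above the mean inhibition of all tested compounds plus 3 SD, cut at about 73% in these data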;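 also: 0% = DMSO wells and 100% = reporter-only cells lacking LRH-1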
NOD2 RIPK2 PPI = NOD2-RIPK2 binding disruptors in cells, primary screen, fluorescence, CHO cells, BLA complementation. CCF4 ratio. inhibition, % at 4.98 µM. hit rate 0.38% among 360,000. Receptor-interacting serine/threonine-protein kinase 2 (Homo sapiens), O43353; in the data active = inhibition above about 21%;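 also: 0% = vehicle only and 100% = reference blocker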
Vif imaging = HIV Vif self-association inhibitors, primary screen, imaging, HEK293T, single point | hit rate 0.35% among 340,000 | inhibition, % at 7.49 µM | AID 602346, 2012 | HEK293T cells, Vif self-association by quenched fluorescence, 24 h; in the data active = inhibition above about 50%, passing the limit was not always enough; also: some results filed as inactive read as strong as hits
EBV LMP1 NFkB = EBV LMP1-driven NF-kappaB luciferase reporter inhibitors, primary screen, cell-based, luminescence, single point. LMP1-induced NF-kappaB luciferase reporter cells. inhibition, % at 12.5 µM. hit rate 0.69% among 350,000; in the data active = inhibition above about 41%;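 also: 0% = neutral control wells and 100% = reference inhibitor control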
COUP-TFII inh = NR2F2 transcriptional activity inhibitors, primary screen, cell-based, luciferase reporter, HEK293T, luminescence | COUP transcription factor 2 (Homo sapiens), P24468 | HEK293T NGFI-A luciferase reporter | inhibition, % at 8.6 µM | hit rate 0.7% among 370,000 | AID 686940, 2013;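 active = inhibition above a per-plate cutoff, mean inhibition of test wells between control levels plus 3 SD, cut at about 38% in these data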;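 also: cells cotransfected with COUP-TFII expression vector driving the NGFI-A reporter; 0% = median of COUP-TF2 test wells and 100% = reporter-only cells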
Active calls of the source: *; . = not tested or not shown. Only part of the results is shown, so the mix of outcomes need not match the whole.

SMILES	TROY NFkB inh	TRAIL sens C8	SRC2 inh	NCOA3 inh	TLR9-MyD88 block	SRC1 inh	NR5A2 inv ag	NOD2 RIPK2 PPI	Vif imaging	EBV LMP1 NFkB	COUP-TFII inh
CCc1sc(C(=O)NC)cc1Br	6	-16	-9	3	-3	13	-10	0	.	7	-3
CCc1ccccc1NC(=O)CN(C)C(=O)CSc1nnc(Nc2ccc(C)cc2)s1	6	11	5	8	9	-1	23	15	-7	8	9
CC(C)CNc1nc(Oc2ccc(=O)[nH]n2)nc(N2CCOCC2)n1	10	-9	-1	19	-5	-4	-11	4	14	-16	-12
COC(=O)c1cc(COC(=O)c2nc3nccc(C)n3n2)oc1C	2	-3	-3	9	16	-7	-2	-9	5	9	20
CCCN1CCN(C(=S)Nc2ccc(S(N)(=O)=O)cc2)CC1	5	-1	-13	-19	7	12	7	-5	5	0	-3
COc1cc(OC)cc(C(=O)NC(=S)NNC(=O)c2cnccn2)c1	-20	41	-2	-4	-1	-6	7	-7	6	35	-2
Cc1sc2ncnc(SCC(=O)NC3CC3)c2c1C	3	-14	8	4	-6	5	9	-1	-6	2	9
Cn1c(N)c(C(=O)Nc2ccc(-c3ccccc3)cc2)sc1=S	35	2	3	13	-9	5	3	-1	-20	-3	13
CCN(CCCNC(=O)CCc1nc(-c2ccc(OC)cc2)no1)c1cccc(C)c1	10	10	2	14	-1	1	6	0	-21	0	-3
O=C(NCCN1CCOCC1)c1cc(-c2ccccc2)nc2ccccc12	6	-4	-2	12	-11	8	12	-15	.	6	-1
CSc1cccc(CN2CCCC(CNC(=O)c3ccco3)C2)c1 (stereo not drawn)	-4	2	1	1	6	20	25	-6	-4	-6	-20
CCn1c(C)c(C)c2cc(C(=O)N3CCCC3)ccc21	-1	-23	4	-54	-9	-24	-3	-14	2	-2	-12
Nc1ccc(-c2c3ccccc3nc3ccccc23)cc1	3	-8	-20	10	5	14	17	13	-10	9	-4
Cc1ccc(N2CC(C(=O)OCc3nc(N)nc(Nc4ccccc4C)n3)CC2=O)cc1 (stereo not drawn)	-10	9	5	2	5	17	-3	-4	0	1	-11
O=C(NCCCn1ccnc1)c1nc(Cn2cc(Br)cn2)no1	-5	2	-11	9	9	-1	-18	2	10	-13	4
Cc1ccc(S(=O)(=O)N2CCCOC2CNC(=O)C(=O)NC2CCCC2)cc1 (stereo not drawn)	-8	-4	-14	-6	-3	-28	7	-9	.	0	15
COC(=O)C[C@H](NC(=O)Cn1cc(C)c(=O)[nH]c1=O)C(=O)OC	14	-3	3	-6	7	-7	-2	-1	-5	8	-9
O=C1NCC(O)=C1C=Nc1ccccc1O	-9	-10	22	12	-10	1	-10	7	-12	-9	-13
CCOC(=O)CSc1nc2sc3c(c2c(=O)n1-c1ccc(OCC)cc1)CCN(C)C3	-11	-3	3	7	2	-5	-5	-13	-11	17	10
CCSc1nc(-c2cccnc2)ccc1C#N	14	12	22	14	-3	20	14	-4	-7	13	0
Cc1c(S(=O)(=O)NCCc2ccccc2)c(=O)n(C)c(=O)n1C	4	-7	23	-11	0	3	-1	-9	-1	-2	16
NC(Cc1ccc(Cl)cc1)c1csc(Nc2ccc(C(F)(F)F)cn2)n1 (stereo not drawn)	0	20	-6	3	.	-1	-5	5	8	.	16
CC(C)c1ccc(/C=C2\C(=O)N(CCN3CCOCC3)C(=S)N2C)cc1	3	5	4	14	.	-74	19	2	2	10	0
COCc1cc(SC2CCCCC2)nc(C)n1	-2	3	2	2	-2	-14	19	0	-2	-6	-8
CCOC(=O)N1CC=C2C(C#N)=C(N)C(C#N)(C#N)[C@H](c3ccccc3OCC)[C@H]2C1	5	-3	8	0	-4	-16	-8	-3	27	18	3
Next results follow:
SMILES	TROY NFkB inh	TRAIL sens C8	SRC2 inh	NCOA3 inh	TLR9-MyD88 block	SRC1 inh	NR5A2 inv ag	NOD2 RIPK2 PPI	Vif imaging	EBV LMP1 NFkB	COUP-TFII inh
COCCCn1c(SCC(=O)Nc2ccc(C(C)=O)cc2)nc2ccccc2c1=O	-48	-5	-15	-76	-4	-57	-23	-12	-7	-15	-40
COc1ccc(C(=O)CCC(=O)NCc2cc(OC)cc(OC)c2)cc1	28	-22	-34	-8	3	7	-6	-10	-3	1	-22
CCOC(=O)c1sc2nc(C)nc(SC(C)C(=O)NC3CC3)c2c1C (stereo not drawn)	-2	10	3	18	-4	-13	-4	-9	-2	4	5
O=C(CCN1C(=O)/C(=C/c2ccccc2)SC1=S)N[C@@H](CO)Cc1ccccc1	-10	-24	13	-9	1	-16	-12	-5	-2	10	10
COCCCn1c(=O)c2sccc2n2c(CCCC(=O)NCc3ccc(OC)cc3)nnc12	3	-6	7	-1	11	-42	-3	5	-1	1	4
COc1ccc(C2=CCC3CCCCN3C2)cc1OC (stereo not drawn)	-13	-1	0	-1	-6	-15	1	6	-2	-3	-1
C=CCOCC(O)Cn1c(N2CCCC2)nc2c1c(=O)n(C)c(=O)n2C (stereo not drawn)	22	2	-29	7	1	3	-6	12	13	-5	-8
Cc1nn(CCOc2ccccc2)c(=O)n1-c1ccccc1F	-41	-10	-27	-72	0	-91	-81	-7	2	-19	-26
CC(OC(=O)c1cccs1)C(=O)NCc1cccs1 (stereo not drawn)	-14	2	-30	12	2	-10	2	7	4	6	13
COc1ccc(C(=O)NC2=NCCS2)cc1	-28	4	-70	-78	-11	-108	-88	-5	-13	-16	-37
C=CCNC(=O)CSc1cc([N+](=O)[O-])cc(S(=O)(=O)Cc2ccccc2)c1	-10	-9	-5	14	0	-9	18	-2	-4	10	7
CCN1CCCC1CNCC(O)COc1ccc(C(C)(C)C)cc1C (stereo not drawn)	16	3	13	16	0	0	-4	-2	4	3	-6
NS(=O)(=O)c1cccc(NC(=O)CSc2nnc(C3CC3)n2Cc2ccccc2)c1	1	8	-2	-6	-5	-20	15	-15	-3	6	-2
Cc1ccc(C)c(S(=O)(=O)N2CCN(C(=O)Cc3ccccc3)CC2)c1	18	-1	8	-4	-6	-18	-3	-1	-2	-3	17
Cc1nnc(N2C(=O)C(=O)/C(=C(/O)c3ccc4c(c3)OCCO4)C2c2ccc([N+](=O)[O-])cc2)s1 (stereo not drawn)	-23	-15	-47	-9	0	-7	-18	1	2	-6	-8
COc1cccc(Nc2nc(C(N)COCc3ccccc3)cs2)n1 (stereo not drawn)	2	2	-3	11	.	10	8	-18	14	.	11
CCOc1cc2[nH]c(=S)n(CCC(=O)NCc3ccc(OC)cc3)c(=O)c2cc1OCC	-2	3	-7	0	3	-7	-2	7	-1	-1	3
COc1ccc(C(=O)NC(=S)Nc2cccc(Cl)c2N2CCOCC2)cc1[N+](=O)[O-]	-23	19	10	17	-2	-12	0	2	-3	-7	-9
O=C(CSCc1ccccc1Cl)Nc1ccc2c(c1)OCCO2	-45	2	-51	-94	-3	-86	-161	-4	-7	-26	-58
O=C(NCCC(=O)N1CCOCCOCCOCCOCC1)OCc1ccccc1	-1	-2	4	2	-8	-7	-2	-12	5	-2	-5
CCn1c(C)nc2cc(S(=O)(=O)C(F)F)ccc21	18	-3	-9	11	-1	-1	-27	6	7	-3	8
COc1cccc(NC(=O)C2(C)CCN2C(=O)CC2CC2)c1 (stereo not drawn)	5	-8	-22	-9	.	-10	1	-2	-1	.	-13
COC(=O)c1ccccc1OCCCN(C)C	15	-18	-12	10	2	2	-3	2	2	0	-2
O=C(COC(=O)c1ccccc1F)Nc1cccnc1Cl	-15	-7	9	6	1	9	-8	-12	-1	3	-10
CCc1ccc(NC(=O)c2noc3c2CCc2ccccc2-3)cc1	-59	7	-12	-39	-10	-79	-28	-10	1	-22	-21
Later entries.
SMILES	TROY NFkB inh	TRAIL sens C8	SRC2 inh	NCOA3 inh	TLR9-MyD88 block	SRC1 inh	NR5A2 inv ag	NOD2 RIPK2 PPI	Vif imaging	EBV LMP1 NFkB	COUP-TFII inh
O=C(Cn1cnc2ccccc21)N/N=C/c1ccccc1[N+](=O)[O-]	-5	11	-15	16	6	11	-15	1	-2	5	3
CCc1ccc(CN2CCC(n3nccc3NC(=O)c3ccccc3)CC2)o1	7	8	10	1	-14	-19	3	-12	23	0	8
O=C(CNC(=O)c1ccccc1F)NC1CCN(Cc2ccccc2)CC1	-15	16	-9	-16	-5	-40	13	-4	-2	5	-5
Cc1ccc(S(=O)(=O)N(C)C)cc1NS(=O)(=O)c1ccc(Cl)s1	-13	-7	-8	9	-5	14	-3	-8	-1	-7	14
COc1ccc(/C=C2\C(=O)N(c3c(Cl)cc(Cl)cc3Cl)N=C2NC(=O)c2cccc([N+](=O)[O-])c2)cc1	-11	6	.	17	0	10	-6	2	3	2	.
CC(=O)N1CCN(CC(=O)Nc2cc(S(=O)(=O)N3CCCCC3)ccc2C)CC1	10	5	-6	-4	1	-7	-1	-13	30	1	-8
Cc1sc(NC(=O)CSc2nnnn2C)c(C#N)c1C	10	-1	14	11	-1	-46	-14	-4	-1	-4	0
CC(=O)Nc1cccc(OCC(O)Cn2cnc3ccccc32)c1 (stereo not drawn)	14	-1	-24	9	-8	-3	19	-1	-5	-16	10
Cc1cc(C)c(S(=O)(=O)N2CCOC2CNC(=O)C(=O)NCc2ccncc2)c(C)c1 (stereo not drawn)	5	1	-7	-18	-12	8	0	-3	.	-2	-41
COc1ccc(CCN2C(=O)C(Oc3ccccc3C)C2c2ccc3c(c2)OCO3)cc1OC (stereo not drawn)	6	25	-11	14	-3	-9	22	-2	-3	-1	19
CCc1nn(C(CC)C(=O)NCc2cccs2)c(=O)c2cc3occc3n12 (stereo not drawn)	6	-7	13	-38	9	-8	16	-3	-4	6	-12
CCN(CC)C(=O)C1=C(C)N(Cc2ccc(F)cc2)C(=O)C(CC(=O)NCCCN(C)C)C1 (stereo not drawn)	-10	1	-20	6	-8	-11	2	6	-2	2	8
Cc1ccc(NC(=O)c2ccc(CNc3c(N4CCOCC4)c(=O)c3=O)cc2)cc1	-5	6	-19	-31	10	-1	15	2	10	9	-16
CCOC(=O)C1CCCN(C(=O)c2ccc(CNc3c(N4CCC(C)CC4)c(=O)c3=O)cc2)C1 (stereo not drawn)	-6	-10	-23	3	-12	-8	-3	-19	4	10	-38
COc1ccc(CCNC(=O)c2cc(-c3cccs3)on2)cc1OC	-46	5	.	-4	4	-27	44	-6	-11	29	.
COc1cc(N)c2ncccc2c1Br	1	-16	-2	32	2	7	44	2	-5	13	-8

Compound activity from PubChem BioAssay.
